POLI inh: DNA polymerase iota (human) inhibition. Q9UNA4. Potency, µM (titrated, usually from 115 µM), for the others: top-dose activity, negative = inhibition, usual class: inhibitors. AID 588590. 390,000 tested, 1% active. Pol iota fluorescent replication assay, 10 min; further: potency means the concentration at half of the fitted maximal effect
Target sequence (Q9UNA4 whole entry, looked up): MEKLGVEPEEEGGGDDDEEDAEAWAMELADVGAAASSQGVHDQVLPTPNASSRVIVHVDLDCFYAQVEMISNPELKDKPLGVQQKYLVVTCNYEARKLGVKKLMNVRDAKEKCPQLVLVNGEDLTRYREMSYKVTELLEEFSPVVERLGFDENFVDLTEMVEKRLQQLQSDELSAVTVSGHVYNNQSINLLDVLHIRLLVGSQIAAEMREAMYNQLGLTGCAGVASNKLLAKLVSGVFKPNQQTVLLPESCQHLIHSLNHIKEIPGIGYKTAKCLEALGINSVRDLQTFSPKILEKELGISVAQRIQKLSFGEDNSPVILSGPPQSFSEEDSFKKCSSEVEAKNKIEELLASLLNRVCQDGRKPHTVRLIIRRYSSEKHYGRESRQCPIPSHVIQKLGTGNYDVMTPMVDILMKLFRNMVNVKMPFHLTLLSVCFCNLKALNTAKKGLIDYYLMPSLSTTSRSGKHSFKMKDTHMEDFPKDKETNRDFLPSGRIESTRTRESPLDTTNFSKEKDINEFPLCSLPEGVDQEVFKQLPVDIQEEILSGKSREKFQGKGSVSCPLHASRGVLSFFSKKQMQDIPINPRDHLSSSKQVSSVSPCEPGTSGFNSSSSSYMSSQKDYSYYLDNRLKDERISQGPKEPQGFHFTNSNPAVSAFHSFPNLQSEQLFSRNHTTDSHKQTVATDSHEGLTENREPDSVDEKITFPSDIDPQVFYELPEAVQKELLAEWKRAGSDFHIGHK
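Fluorescent replication assay read twice, at 0 min and 10 min after adding 50 nM (final) substrate. Enzyme (10 nM) and compounds were first incubated 15 min at room temperature; enzyme-free buffer wells were negative controls.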
ALOX12 inh: blocks human arachidonate 12S-lipoxygenase. P18054. purified 12hLO, xylenol orange hydroperoxide absorbance. Potency, µM (highest dose often 108 µM), for the others: at the highest dose activity change, negative = inhibition, most hits filed as inhibitors. 580,000 tested, 1.1% active. AID 1671190; further: potency means the concentration at half of the fitted maximal effect; on the % scale 0 is the no-effect control and ±100 the full control effect
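Purified human 12hLO (150 nM final) in 25 mM Hepes, 0.01% Triton X-100, pH 7.0 was preincubated 15 min at room temperature with compound. Then 40 uM arachidonic acid was added, 30 min. Hydroperoxide was read by Fe-XO absorbance ratio 573/405 nm.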
APEX1 inh: inhibitors of human APE1 endonuclease; 350,000 tested, 0.35% active; P27695; Potency, µM (series often up to 65.8 µM), for inactives: top-dose activity change, negative = inhibition, hits mostly inhibitors; recombinant APE1, TAMRA/BHQ-2 abasic DNA cleavage fluorescence;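 further: potency means the concentration at half of the fitted maximal effect; plate controls were vehicle for no effect and reference inhibitor for full effect; nearly all actives have a fitted effect of over 55% in size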
Target sequence (P27695 whole entry, looked up): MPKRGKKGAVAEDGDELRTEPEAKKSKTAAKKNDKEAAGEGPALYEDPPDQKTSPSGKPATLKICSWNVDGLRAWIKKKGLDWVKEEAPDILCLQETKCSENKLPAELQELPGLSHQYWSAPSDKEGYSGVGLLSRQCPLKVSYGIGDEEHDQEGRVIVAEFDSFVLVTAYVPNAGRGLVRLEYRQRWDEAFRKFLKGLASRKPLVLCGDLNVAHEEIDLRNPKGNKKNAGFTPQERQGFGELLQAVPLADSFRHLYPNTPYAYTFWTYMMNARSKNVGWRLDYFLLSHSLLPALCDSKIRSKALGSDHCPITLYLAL
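Readout is kinetic fluorescence (ex 525, em 598 nm) from cleavage of 50 nM TAMRA/BHQ-2 THF abasic duplex by 0.75 nM APE1, compound added 15 min beforehand at RT.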
TRHR agonist: TRH receptor (human) agonism; TRHR cells, calcium flux fluo-8, FDSS agonist mode; 360,000 tested, 0.18% active; AID 493084; activation, % at 2 µM; P34981; in the data active means activation above about 30%; further: 0% is about no effect
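TRHR-expressing cells loaded with fluo-8 calcium dye; 23 nL library compound pin-transferred, kinetic FDSS fluorescence (Ex 480/Em 530) recorded about 180 s for agonist-induced calcium release, before a 10 nM TRH EC20 addition for potentiator mode.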
Apoferritin bind: binds horse apoferritin like a general anesthetic; P02791; 350,000 tested, 0.074% active; AID 485281; apoferritin/1-aminoanthracene competitive binding, fluorescence; Potency, µM (top dose mostly 77.5 µM), without a hit: top-dose activity change, negative = displacement, usual class: inhibitors; further: potency means the concentration at half of the fitted maximal effect; on the % scale 0 is the no-effect control and ±100 the full control effect; nearly all actives have a fitted effect of over 20% in size
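Steps: apoferritin (10 uM) was premixed with half-saturated 1-AMA in PBS, compounds were pin-transferred, plates stood 10 min at room temperature, fluorescence was read at 380/535 nm, and curves were fitted with a Hill equation.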
POLB inh: blocks human DNA polymerase beta activity. Pol beta primer extension/strand displacement, fluorescence kinetic. P06746. Potency, µM (series often up to 114 µM), for the others: at the highest dose activity change, negative = inhibition, actives largely listed as inhibitors. 340,000 tested, 1.3% active; further: potency means the concentration at half of the fitted maximal effect; on the % scale 0 is the no-effect control and ±100 the full control effect
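Human Pol beta at 10 nM; strand-displacement substrate 50 nM final. Compound exposure 15 min at room temperature before start, reaction 10 min at room temperature.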
POLK inh: inhibitors of human DNA polymerase kappa; Q9UBT6; purified Pol kappa, fluorescent DNA synthesis assay, 10 min; Potency, µM (top dose mostly 107 µM), without a hit: at the top dose activity, negative = inhibition, hits mostly inhibitors; 400,000 tested, 0.53% active; further: potency means the concentration at half of the fitted maximal effect; on the % scale 0 is the no-effect control and ±100 the full control effect
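Here, compound and 10 nM enzyme are combined for 15 min at room temperature; adding 50 nM substrate (final) starts DNA synthesis, tracked by fluorescence at 0 and 10 min against buffer-only wells.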
ERG Ets-DNA blk: blocks human ERG Ets domain binding to DNA; P11308; fluorescence polarization, His-ERG Ets domain / labelled DNA; Potency, µM (top dose mostly 76.9 µM), inactives show at the highest dose FP activity, negative = inhibition, actives largely listed as inhibitors; 370,000 tested, 0.028% active; active means well fitted inhibition curve with a large enough effect in the polarisation, with a control signal flat; inconclusive means small, poorly fitted or top-dose-only effect, or effect the other way, or a change in a side signal; inactive means no such curve, though single readings can be large or run the other way; the % refers to the polarisation;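 further: polarization taken with two DNA probes labelled with fluorescein and Texas red; potency means the concentration at half of the fitted maximal effect; % of control where 0% means no effect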
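His-tagged ERG Ets domain (1 uM in the protein solution; 300mM KCl, 50mM Tris-HCl, 1mM EDTA, 1mM DTT, pH 7.5) received compound, then a probe mix of 5 nM fluorescein-DNA and 100nM Texas-615-DNA. Fluorescence polarization was read for both dyes.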
BLM inh: inhibitors of human Bloom syndrome helicase BLM | AID 2528 | P54132 | 350,000 tested, 0.2% active | recombinant BLM DNA unwinding, fluorescence dequenching | Potency, µM (top dose mostly 56.1 µM), for inactives: top-dose activity change, negative = inhibition, actives largely listed as inhibitors;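 further: potency means the concentration at half of the fitted maximal effect; plate controls were vehicle for no effect and no enzyme for full effect; nearly all actives have a fitted effect of over 35% in size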
An asterisk follows results filed as active; ? = inconclusive; · = not tested or not shown; & = joins results of further samples; [ ] = dose if it differs, or a comment. Unless noted, the call rests on the fitted dose curve; in most records, active means well fitted curve in the direction sought with a large enough effect; inconclusive means small, poorly fitted or top-dose-only effect, or another doubt; inactive means no such curve, though single readings can be large; an effect the other way counts as inactive or inconclusive.

#	structure	POLI inh	ALOX12 inh	APEX1 inh	TRHR agonist	Apoferritin bind	POLB inh	POLK inh	ERG Ets-DNA blk	BLM inh
1	Cc1ccccc1C1C(C#N)=C(N)N(N(C)C)C2=C1C(=O)CC(C)(C)C2 (stereo not given)	?	54.7%[activator]	13.8%	-1.6	5.4%	-2.3%	-7.3%	6.4%	-0.5%
2	COc1ccc(C(=O)NC(CC(C)C)C(=O)O)cc1OC (stereo not given)	17.8%	0.0%	8.9%	0.5	-4.9%	17.0%	-3.9%	-0.6%	-1.3%
3	COc1ccc(CNC(=O)N2CCN(c3ccc(F)cc3)CC2)cc1Cl	-19.9%	-20.3%	3.0%	-0.2	-13.6%	0.4%	-2.5%	-9.8%	-5.4%
4	CCn1cc(S(=O)(=O)N2CCN(Cc3cccc(Cl)c3)CC2)cn1	79.6%[activator]	-0.5%	0.7%	0.1	-5.4%	18.0%	1.9%	-5.6%	-1.9%
5	CC(C)(C)c1cc(C(F)(F)F)c(C#N)c(=O)[nH]1	6.5%	?	-1.6%	-0.3	-4.3%	0.1%	-9.8%	-1.4%	2.4%
6	O=C(Nc1cc(S(=O)(=O)Nc2ccccc2F)ccc1Cl)c1ccc(F)cc1F	16.5%	-2.2%	30.4%	·	·	·	-5.5%	0.8%	·
7	CCc1ccc(NC(=O)CSc2nc3ccsc3c(=O)n2CCCCCC(=O)O)cc1	152.5%[activator]	-22.6%	-1.1%	0.0	-2.4%	19.4%	-1.0%	1.0%	2.2%
8	COc1cc(CNCCN(C)C)ccc1OCc1c(F)cccc1Cl	27.8%	18.9%	0.7%	0.2	?	-0.4%	-2.9%	0.7%	-5.5%
9	CC(=O)N1CCCc2ccc(NS(=O)(=O)c3ccc(C)c(C)c3)cc21	65.4%&36.7%[activator]	-27.2%&-20.8%	-12.2%	0.6&0.6	-2.7%&-12.5%	?	-27.3%	8.3%&-6.3%	-2.4%&-1.0%
10	COc1ccc(C(=O)N/N=C(\C)CC(=O)Nc2ccc3ccccc3c2)c(OC)c1	1.7%	1.2%	-19.3%	0.1	2.8%	6.1%	-7.3%	11.2%	-6.8%
11	O=S(=O)(c1ccc(F)c(Cl)c1)N1CCN(C/C=C/c2ccccc2)CC1	9.4%	-28.6%&-5.6%	11.2%	4.2	·	·	-19.4%	-24.6%	·
12	COc1cc(C(=O)Nc2nccs2)cc(OC)c1OC	-9.9%	-26.5%	15.1%	-0.7	-3.2%	17.1%	-21.6%	3.0%	-7.7%
13	Cc1cnc2c(c1)C(=O)c1ccccc1-2	27.3%	11.0%	26.9%	-0.2	-5.5%	45.7%	0.6%	5.2%	2.2%
14	Cn1cc(S(=O)(=O)N2CCOCC2)cc1C(=O)NCc1ccccc1Cl	-13.5%	28.4%	21.7%	0.3	-15.1%	8.1%	5.9%	5.0%	-2.5%
15	CCOP(=O)(OCC)C(C)(C)NC(=O)Nc1ccc(Cl)c(Cl)c1	4.4%[58.9 µM]	0.0%	3.0%	0.5	2.1%	-9.3%	-15.8%	10.3%	-2.1%
16	Nn1cnnc1N/N=C/c1ccccc1C(F)(F)F	?	?	37.8%	0.1	1.2%	26.4%	-4.2%	0.8%	-1.3%
17	Cc1ccccc1Cn1cc(/C=N/n2cnnc2)c2ccccc21	-7.3%	-23.3%	-4.3%	0.3	-23.7%	-21.9%	-14.3%	0.7%	0.1%
18	C=CCNC(=O)NC(=O)COC(=O)/C(C#N)=C/c1ccc(OC)cc1	135.4%[activator]	-5.2%	9.4%	0.1	-7.1%	-0.1%	0.5%	-12.4%	-0.8%
19	CCc1ccc([C@H]2C(C(=O)O)=C[C@@H](CC3CCCC3)N2S(=O)(=O)c2ccc(C)cc2)cc1	?	-85.2%	4.5%	·	·	·	-19.3%	1.6%	·
20	CC(C)C[C@H](NC(=O)c1nc[nH]c1C(=O)N1CCC(C)CC1)C(=O)OC(C)(C)C	6.2%	22.4%	0.0%	-0.2	0.0%	-22.4%	-8.6%	-2.9%	-4.5%
21	COc1ccc(N2CCN(S(=O)(=O)c3c(C(=O)N4CCOCC4)c(C)n(C)c3C)CC2)cc1	34.8%[activator]	-7.5%	60.2%[activator]	0.4	1.2%	-1.1%	-3.2%	-4.0%	-1.4%
22	CCOc1cc(-c2c(C#N)c(N)nc3c2CCCC3)ccc1O	8.0%	0.0%	3.0%	-0.5	-9.7%	?	-2.9%	-4.0%	-1.4%
23	CCOC(=O)c1sc(NCC2CCCO2)nc1C (stereo not given)	-8.0%	-18.1%	0.5%	0.2	-8.1%	9.5%	-14.6%	6.1%	-2.4%
24	O=C(O)c1cc2cc(Oc3ccccc3)ccc2[nH]1	72.4%[activator]	?	-6.6%	1.2	-6.2%	-3.2%	-6.0%	6.8%	-7.2%

The final four compounds of the part before lead into the next:
#	structure	POLI inh	ALOX12 inh	APEX1 inh	TRHR agonist	Apoferritin bind	POLB inh	POLK inh	ERG Ets-DNA blk	BLM inh
21	COc1ccc(N2CCN(S(=O)(=O)c3c(C(=O)N4CCOCC4)c(C)n(C)c3C)CC2)cc1	34.8%[activator]	-7.5%	60.2%[activator]	0.4	1.2%	-1.1%	-3.2%	-4.0%	-1.4%
22	CCOc1cc(-c2c(C#N)c(N)nc3c2CCCC3)ccc1O	8.0%	0.0%	3.0%	-0.5	-9.7%	?	-2.9%	-4.0%	-1.4%
23	CCOC(=O)c1sc(NCC2CCCO2)nc1C (stereo not given)	-8.0%	-18.1%	0.5%	0.2	-8.1%	9.5%	-14.6%	6.1%	-2.4%
24	O=C(O)c1cc2cc(Oc3ccccc3)ccc2[nH]1	72.4%[activator]	?	-6.6%	1.2	-6.2%	-3.2%	-6.0%	6.8%	-7.2%
25	CCN(c1ccccc1)S(=O)(=O)c1ccc(OC)c(NC(=O)CN(C)C)c1	?	-11.8%	-0.3%	-0.7	-6.2%	18.1%	2.3%	0.5%	2.3%
26	CCc1c(C(=O)NC2CCCc3ccccc32)[nH]c(C)c1C(C)=O (stereo not given)	-9.4%	-16.3%	-15.9%	-0.4	-15.3%	23.5%	-6.4%	4.9%	-14.0%
27	Cc1c(CC(=O)NCCC(=O)O)c(=O)oc2cc3oc4c(c3cc12)CCCC4	-12.7%	0.1%	-2.3%	-2.8	45.0%[activator]	-4.9%	-19.7%	-2.9%	-0.8%
28	CCOC(=O)c1ccc(NC(=O)c2nc(SCc3ccccc3F)ncc2Cl)cc1	-5.6%	-12.0%	·	4.7	-11.8%	30.1%	1.2%	-1.5%	-8.3%
29	Cc1ccc2nc(-c3ccccn3)c(NC3CCCC3)n2c1	-7.0%	1.2%	5.3%	0.1	-7.4%	-20.0%	-11.9%	8.3%	-1.7%
30	COc1cccc(C(C)NC(=O)Nc2ccccc2Cl)c1 (stereo not given)	14.3%	?	20.2%	-0.5	?	30.6%	-7.7%[60.1 µM]	-1.5%	-7.7%
31	CC(=O)Cc1ccccc1OCC(=O)O	6.9%	-4.5%	2.2%	-1.5	-3.3%	2.6%	-15.4%	-6.6%	0.9%
32	CC(C)(C)C(=O)Nc1nnc(SCC(=O)NCc2ccco2)s1	268.1%[activator]	6.9%	4.0%	0.1	-3.9%	17.0%	-8.4%	5.7%	-12.6%
33	Cc1ccc(S(=O)(=O)/C(=C/Cl)NC(=O)c2ccccc2)cc1	?	-10.4%	2.7%	0.0	-7.3%	0.2%	-20.5%	4.3%	-7.1%
34	O=C(NCc1ccc2c(c1)OCO2)c1ccc2c(c1)N(Cc1c(F)cccc1Cl)C(=O)CS2	-6.0%	-8.8%	?	0.4	4.8%	-9.6%	1.6%	4.9%	-0.7%
35	CCOC(=O)c1c(S(=O)(=O)NCC(=O)Nc2cccc(C)n2)c(C)n(C)c1C	20.8%	13.2%	0.0%	-0.3	-7.2%	21.2%	-3.8%	10.4%	0.7%
36	COc1ccc(N2C(=O)CC(N3CCN(c4ccccc4F)CC3)C2=O)cc1 (stereo not given)	13.1%	21.5%	3.3%	-0.5	4.1%	-10.1%	-5.9%	·	-0.5%
37	CCOc1ccc(C=NN2CCCCCC2)cc1OCC	22.3%	-10.4%	·	·	·	·	-10.8%	1.6%	·
38	CN(c1ccccc1)S(=O)(=O)c1cccc(C(=O)NCCCN2CCCC2=O)c1	5.3%	-2.3%	0.3%	0.3	·	·	-11.4%	0.7%	·
39	O=C(CN1C(=O)NC(Cc2c[nH]c3ccccc23)C1=O)Nc1ccccc1Br (stereo not given)	-5.0%	-8.0%	10.6%	-0.8	·	·	-23.3%	-2.5%	·
40	COC(=O)C1=C(C)N(Cc2ccc(C)cc2)C(=O)C1	2.8%	-8.0%	-8.6%	·	-14.4%	1.2%	-9.7%	0.8%	-4.6%
41	COc1ccc(/C=C2\CCCC3C2=NN(C(=O)COC(=O)CNC(=O)c2ccccc2)C3c2ccc(OC)cc2)cc1 (stereo not given)	-1.7%	3.8%	-1.0%	0.8	-7.4%	1.1%	-12.9%	-3.1%	-11.8%
42	Cc1cc(OC(=O)c2cc([N+](=O)[O-])ccc2Cl)c([N+](=O)[O-])c(=O)[nH]1	-2.3%	?	16.9%	0.0	-12.3%	3.6%	-0.8%	2.3%	3.4%
43	COc1ccc(CCN2CN(S(=O)(=O)c3ccc(OC)cc3)c3nc4ccccc4nc32)cc1	-18.4%	-27.0%	-9.6%	0.2	-5.9%	68.6%	1.6%	-2.6%	-5.4%
44	CCOC(=O)c1ccc(NC(=O)c2ccc(C)c(S(=O)(=O)N3CCOCC3)c2)cc1	3.2%	-24.2%	-1.4%	0.6	-20.2%	-12.4%	-6.6%	9.5%	-9.4%

Not all compounds are listed. The share of hits here may be higher or lower than overall.
